FEN1 inh = human FEN1 inhibition; P39748; Recombinant FEN1 flap cleavage, fluorescence, 15 min; Potency, µM (highest dose often 114 µM), for the others: top-dose activity change, negative = inhibition, usual class: inhibitors; 390,000 compounds, 0.35% hits; AID 588795; active = well fitted inhibition curve with a large enough effect; inconclusive = small, poorly fitted or top-dose-only effect; inactive = no such curve, though single readings can be large or run the other way; also: nearly all actives have a fitted effect of over 65% in size
Target sequence (P39748 whole entry, looked up): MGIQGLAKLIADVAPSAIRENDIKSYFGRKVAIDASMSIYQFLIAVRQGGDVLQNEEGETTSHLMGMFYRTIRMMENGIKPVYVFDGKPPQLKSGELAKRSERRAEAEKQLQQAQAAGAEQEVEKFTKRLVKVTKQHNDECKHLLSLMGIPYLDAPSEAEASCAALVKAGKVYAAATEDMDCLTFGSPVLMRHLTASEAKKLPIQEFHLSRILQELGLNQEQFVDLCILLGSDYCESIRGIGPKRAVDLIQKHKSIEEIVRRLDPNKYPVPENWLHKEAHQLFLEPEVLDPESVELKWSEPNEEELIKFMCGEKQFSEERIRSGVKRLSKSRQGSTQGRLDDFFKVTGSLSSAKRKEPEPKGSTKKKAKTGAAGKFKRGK
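In this screen, 50 nM flap DNA substrate was added to 10 nM FEN1 pretreated with compound for 15 min at room temperature; cleavage was followed with reads at 0 and 15 min, and Hill fitting gave concentration–response parameters.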
Numbers without * were called inactive; & = joins results of further samples. % is scaled to controls: 0 for no effect and ±100 for the full control effect; potency is read from the fitted curve at half-maximal effect.

Screening CCOC(=O)c1ccc(N=Cc2cnc(N)nc2N)cc1 returned FEN1 inh 1%.
COc1ccc(-c2nc3ccccc3n2Cc2ccc(Cl)cc2)cc1 was read as FEN1 inh 4%.
`Nc1ccc(C(=O)Nc2ccc3cc(S(=O)(=O)O)ccc3c2)cc1` gave FEN1 inh 8%.
`CCOc1ccc(C(=O)Nc2ccc(N3CCN(C(=O)c4ccco4)CC3)cc2)cc1Br` gave FEN1 inh -2%.
For O=C(Cc1ccccc1[N+](=O)[O-])NCC(=O)c1ccc2c(c1)OCO2 the results were FEN1 inh 3%.
For C=C1CCN([C@@H](CC(C)C)C(=O)NCc2ccccc2)S(=O)(=O)c2ccccc21 the results were FEN1 inh -15%.
C[C@@H]1[C@H](c2ccccc2)OCCS(=O)(=O)N1Cc1ccccc1 was read as FEN1 inh -4%.
C[C@H](NS(=O)(=O)c1ccc(Cl)cc1)C(=O)OCC(=O)NCCc1ccc(S(N)(=O)=O)cc1 was read as FEN1 inh 16%.
O=C(O)CCC(=O)OCCN(Cc1ccc(Oc2ccc([N+](=O)[O-])cc2)cc1)C(=O)C(Cl)Cl was read as FEN1 inh 2%.
For COc1ccc(-c2cc(-c3ccccc3)nc(N)n2)c(O)c1 the results were FEN1 inh inconclusive.
For O=C(COc1ccc(Cl)cc1Cl)Nc1ccccc1F the results were FEN1 inh -3%.
Screening Cc1ccc(NC(=O)CC2Nc3cc(C)c(C)cc3NC2=O)c(C)c1 (stereo not drawn) returned FEN1 inh -14%.
For CC(C)c1cn(C2OC(COC(=O)c3ccccc3)C(OC(=O)c3ccccc3)C2OC(=O)c2ccccc2)c(=O)[nH]c1=O (stereo not drawn) the results were FEN1 inh -13%.
Screening O=C(Nc1ccccc1)C1=C[C@@H](c2ccc(C(F)(F)F)cc2)C[C@@H](OCCCCO)O1 returned FEN1 inh 4%.
COc1ccc(C(=NN)c2ccc(OC)cc2)cc1 was read as FEN1 inh -11%.
`COCOc1cc(O)c(C(=O)/C=C/c2ccc(OCOC)c(OCOC)c2)c(OCOC)c1` gave FEN1 inh 9%.
Screening Cc1cc(O)c2c(c1)CC1C3CCC4CC(=O)CCC4(C)C3CC(=O)C21C (stereo not drawn) returned FEN1 inh -16%.
O=C(COC(=O)/C=C/c1ccco1)NCCN1C(=O)CSC1=O was read as FEN1 inh -1%.
`CC1CCCN(C(=O)Cn2c(=O)oc3cc(S(=O)(=O)N4CCCCC4C)ccc32)C1` (stereo not drawn) gave FEN1 inh -6%.
For COc1ccc2c(c1)C(=O)CC(c1ccccc1)O2 (stereo not drawn) the results were FEN1 inh -3%.
For COC(=O)[C@@H]1[C@H]2SC(C)(C)[C@H](C(=O)OC)N2C(=O)N1Cc1cc2ccccc2n1S(=O)(=O)c1ccccc1 the results were FEN1 inh -22%.
For COc1ccc(C2CC(=O)c3cc(OC)ccc3O2)cc1 (stereo not drawn) the results were FEN1 inh -6%.
Screening CC1(C)CC(=O)C=C(c2cccs2)C1 returned FEN1 inh 14%.
`O=C1c2ccccc2C(=O)N1CCOc1ccccc1` gave FEN1 inh 0%.

Reprinted at random: 4 compounds from above
O=C(COC(=O)/C=C/c1ccco1)NCCN1C(=O)CSC1=O was read as FEN1 inh -1%.
`O=C1c2ccccc2C(=O)N1CCOc1ccccc1` gave FEN1 inh 0%.
Screening Cc1cc(O)c2c(c1)CC1C3CCC4CC(=O)CCC4(C)C3CC(=O)C21C (stereo not drawn) returned FEN1 inh -16%.
Screening O=C(Nc1ccccc1)C1=C[C@@H](c2ccc(C(F)(F)F)cc2)C[C@@H](OCCCCO)O1 returned FEN1 inh 4%.

Carrying on:
`Nc1c(N=O)c(=O)[nH]c(=O)n1-c1ccccc1` gave FEN1 inh 9%.
O=S(=O)(/C(=C\c1ccc(C(F)(F)F)cc1)c1nc2ccccc2[nH]1)c1ccccc1 was read as FEN1 inh 2%.
Screening Cc1ccccc1-c1cccc([C@@H]2C[C@H]3C(CN2)CON3C)c1 (stereo partly drawn) returned FEN1 inh -15%.
Screening Cc1ccc(S(=O)(=O)NN=C2CC3CCC2(C)C3(C)C)cc1 (stereo not drawn) returned FEN1 inh 0%.
For COc1cc(C(=O)N2CCN(C(=O)COc3cccc(C)c3)CC2)cc(OC)c1OC the results were FEN1 inh 2%.
Cc1nnc(NS(=O)(=O)c2ccc(F)cc2)s1 was read as FEN1 inh 1%.
Screening COc1cc2nc(N3CCCCC3)nc(NC(C)C)c2cc1OC returned FEN1 inh inconclusive.
For O=C(NCCOc1ccccc1)C1Nc2ccc(C(F)(F)F)cc2C2c3ccccc3CC12 (stereo not drawn) the results were FEN1 inh inconclusive.
`Cc1cc(C)c2nccc(C)c2c1` gave FEN1 inh -18%.
`O=C(NC1CC1)C1=C[C@@H](c2ccc(C(F)(F)F)cc2)C[C@@H](OCc2ccc(CO)cc2)O1` gave FEN1 inh -5%.
O=C1CCC[C@@H]2[C@H](Cc3ccccc3)[C@@H](O)C[C@@H]3CCN1[C@@H]32 was read as FEN1 inh -12%&18%.
For O=C(OCc1ccccc1)N(CCCCN(CCCNCc1ccccc1)C(=O)OCc1ccccc1)CCCNCc1ccccc1 the results were FEN1 inh 6%.

Three structures already listed, arranged by heavy-atom count, falling:
For COc1cc(C(=O)N2CCN(C(=O)COc3cccc(C)c3)CC2)cc(OC)c1OC the results were FEN1 inh 2%.
O=C1CCC[C@@H]2[C@H](Cc3ccccc3)[C@@H](O)C[C@@H]3CCN1[C@@H]32 was read as FEN1 inh -12%&18%.
`Nc1c(N=O)c(=O)[nH]c(=O)n1-c1ccccc1` gave FEN1 inh 9%.

More results
O=C(CSc1nc(-c2ccccc2)nc2c1CCCC2)c1ccc(F)cc1 was read as FEN1 inh -4%.
c1ccc(Cn2sc(=Nc3ccccc3)nc2-c2ccccc2)cc1 was read as FEN1 inh -15%.
`O=[N+]([O-])c1ccc(-c2cn3ccccc3n2)cc1` gave FEN1 inh 16%.
`CCCNC(=O)c1onc(CSc2ccc(F)c(F)c2)c1C(=O)NCCC` gave FEN1 inh 2%.
Screening O=C(CC(=O)c1cccs1)c1ccncc1 returned FEN1 inh -16%.
Screening Nc1ccn(C2CCCCO2)c(=O)n1 (stereo not drawn) returned FEN1 inh 3%.
For CC(C)C[C@@H](CN)NC(=O)c1nc[nH]c1C(=O)N[C@@H](C)C(=O)CNC[C@H](CC(C)C)NC(=O)c1nc[nH]c1C(=O)N[C@@H](Cc1ccccc1)C(=O)O the results were FEN1 inh -3%.
`CCCc1nc2sc3c(N4CCCCC4)ncnc3c2c2c1CCCC2` gave FEN1 inh 2%.
Screening O=S1(=O)N=C(c2ccccc2)c2ccccc21 returned FEN1 inh -16%.
CN(C)CCNC(=O)c1cccc2[nH]c(-c3ccncc3)nc12 was read as FEN1 inh 45µM*.
`COc1ccc2c(c1)c1nnc(SC)nc1n2Cc1ccccc1` gave FEN1 inh 1%.
COc1ccccc1C=Cc1ccnc2ccccc12 was read as FEN1 inh -23%.

Overlap with the part before: 2 entries; new compounds follow.
`COc1ccc2c(c1)c1nnc(SC)nc1n2Cc1ccccc1` gave FEN1 inh 1%.
COc1ccccc1C=Cc1ccnc2ccccc12 was read as FEN1 inh -23%.
`CCOC(=O)C1=C(C)NC(=O)NC1c1cn(-c2ccccc2)nc1-c1ccc(OCC)cc1` (stereo not drawn) gave FEN1 inh 1%.
CC(C)c1ccc(C(=O)C[N+]2(C)CCOCC2)cc1 was read as FEN1 inh -1%.
Screening CCOC(=O)C1=C(N)n2c(s/c(=C\c3cccnc3)c2=O)=C(C#N)C1c1cccnc1 (stereo not drawn) returned FEN1 inh -4%.
`CN(CC(=O)Nc1ccccc1Cl)C(=O)COC(=O)CNC(=O)c1ccc(Br)o1` gave FEN1 inh -15%.
c1ccc(-c2cn3nc(-c4ccccc4)sc3n2)cc1 was read as FEN1 inh 0%.
O=S1(=O)CCOC[C@H](Cc2ccccc2)N1Cc1ccccc1F was read as FEN1 inh 14%.
COc1ccc2[nH]c(C(O)C(O)c3nc4c(OC)c(OC)ccc4[nH]3)nc2c1OC (stereo not drawn) was read as FEN1 inh inconclusive.
Screening CC(=O)N[C@H]1[C@H]([C@H](O)[C@H](O)CO)OC(C(=O)O)=C[C@@H]1O returned FEN1 inh -3%.
Screening COc1ccc(-c2csc(NCCc3nc4cc(Cl)c(N5CCCCC5)cc4n3CCOCCO)n2)cc1 returned FEN1 inh inconclusive.
Screening COc1ccccc1C=NNC(=O)NN=Cc1ccccc1OC returned FEN1 inh 14%.
COc1ccc(Cn2c(-c3ccccc3C)nc3c(c(=O)c4ccccc4n3C)c2=O)cc1 was read as FEN1 inh 6%.
`CCN(CC)C(=O)Cn1cc(S(=O)(=O)CC(=O)N2CCOCC2)c2ccccc21` gave FEN1 inh 10%.
`CS(=O)(=O)N1c2ccccc2[C@]2(Br)C[C@H]3C(=O)N[C@@H](Cc4ccccc4)C(=O)N3[C@H]12` gave FEN1 inh 4%.
Screening CN(C)c1ccc(/C=C/c2cc3ccccc3c[n+]2C)cc1 returned FEN1 inh inconclusive.
`O=C(COc1ccc2oc3c(c2c1)CCCC3)Nc1ccc(Cl)cc1` gave FEN1 inh -11%.
Brc1ccc(-c2nnc(-c3cccnc3)c3conc23)cc1 was read as FEN1 inh -11%.
For O=C(OCc1ccccc1)N1CCC2CC1c1cc(-c3ccccc3)ccc12 (stereo not drawn) the results were FEN1 inh -23%.
CCN1C[C@@H]2[C@@H]3C(=O)N(C)C(=O)[C@@H]3[C@](C)(C1=O)N2C(=O)c1ccc(F)cc1 was read as FEN1 inh 10%.
For CN1CCC(=C(c2ccccc2)c2ccc(Br)cc2)CC1 the results were FEN1 inh -10%.
For CNC(=S)NN=C(C)CCCC(C)=NNC(=S)NC the results were FEN1 inh 0%.
Screening C1=Cc2ccccc2/C1=C\c1cccc(/C=C2\C=Cc3ccccc32)c1 returned FEN1 inh 35µM*.
`CCOC(=O)c1cn(Cc2ccccc2)nc1-c1ccccc1` gave FEN1 inh -22%.
Cc1cc(=O)[nH]c2ccc(Cc3ccccc3)cc12 was read as FEN1 inh -20%.
Screening COc1cc(OC)cc(C(=O)Nc2cc3c(cc2N2CCCC2)n(C)c(=O)c(=O)n3C)c1 returned FEN1 inh -6%.
For CN(C)CCCN1c2ccc3ccccc3c2Sc2cccc(Cl)c21 the results were FEN1 inh -23%.
Screening Cc1ccc(-n2nc(C(=O)c3ccccc3)n3c(=O)c(Cc4ccccc4)nnc23)cc1 returned FEN1 inh 6%.
Screening COC(=O)CC(C(=O)Nc1cc(C(=O)OC)cc(C(=O)OC)c1)N1CCN(C)CC1 (stereo not drawn) returned FEN1 inh -7%.
For Cc1sc2ncnc(N3CCC(C(=O)NNC(=O)COc4ccc(Cl)cc4)CC3)c2c1C the results were FEN1 inh -4%.
Screening CN(C)c1ccc(/C=C/c2cncc3ccccc23)cc1 returned FEN1 inh -20%.
For NC(Cc1ccc2nsnc2c1)C(=O)O (stereo not drawn) the results were FEN1 inh -3%.
Screening COc1nc(Oc2ccc(=O)n(-c3ccccc3)n2)nc(N(C)C)n1 returned FEN1 inh 20%.
For COc1ccccc1C(CNC(=O)c1cccc(S(=O)(=O)Nc2ccc(F)cc2)c1)N1CCCC1 (stereo not drawn) the results were FEN1 inh -7%.
CNc1ccc(C=O)cc1I was read as FEN1 inh -3%.
NS(=O)(=O)c1ccc(NC(=O)CSc2nnc3c(n2)[nH]c2ccccc23)cc1 was read as FEN1 inh 11%.
Screening COc1ccc(-c2nnc3ccc(SCC(=O)N4CCN(c5ccccc5)CC4)nn23)cc1 returned FEN1 inh 16%.
For O=[N+]([O-])c1cccc(-c2ccc3nnc(SCc4cccnc4)n3n2)c1 the results were FEN1 inh -10%.
O=C(CC(=O)NN=Cc1ccc2c(c1)CCC2)NN=Cc1ccc2c(c1)CCC2 was read as FEN1 inh -2%.
`O=C(NCCN1C(=O)S/C(=C/c2cccnc2)C1=O)c1ccc(S(=O)(=O)N2CCCC2)cc1` gave FEN1 inh -7%.
Screening CCOC(=O)C1(NC(=O)C2(NC(=O)CN3C(=O)c4ccccc4C3=O)CCCC2)CCCC1 returned FEN1 inh 6%.
O=C(NCCc1ccccc1)C1CCCN1S(=O)(=O)c1ccc(F)cc1 (stereo not drawn) was read as FEN1 inh 4%.
For COCCCn1c(C(=O)N2CCOCC2)cc2c(=O)n3cccc(C)c3nc21 the results were FEN1 inh 0%.
CCN(CC)CCNC(Cc1ccccc1)c1cccc(OC)c1 (stereo not drawn) was read as FEN1 inh 1%.
Screening C(=NOCc1ccccc1)c1ccncc1 returned FEN1 inh -4%.
Screening CCN1C(c2ccccc2)=C(c2ccccc2)S/C1=C\C=C1/SC(=S)N(C)C1=O returned FEN1 inh 8%.
`COc1cc(OC)c2c3c(c(C4CCCCC4)nc2c1)CCCC3` gave FEN1 inh 0%.
Screening CC(C)C[C@@H](CNCC(=O)[C@H](Cc1ccccc1)NC(=O)c1[nH]cnc1C(=O)N[C@@H](C)CN)NC(=O)c1nc[nH]c1C(=O)N[C@@H](C)C(=O)O returned FEN1 inh 16%.
Screening Cc1ccc(S(=O)(=O)n2oc(=O)c(C3CCCCC3)c2N)cc1 returned FEN1 inh 3%.
O=C(C[n+]1c2ccccc2cc2ccccc21)c1ccc(F)cc1 was read as FEN1 inh 0%.
`CCCCN1C(=O)C(O)(CC(=O)c2ccc(CC)cc2)c2cc(Br)ccc21` (stereo not drawn) gave FEN1 inh -10%.

Source: PubChem BioAssay

Not all compounds are listed; count on the stated rates, not on these rows.
